HIF activator – HIF pathway transcriptional activators, primary screen, cell-based, U2OS HRE-luciferase, luminescence. AID 1910, 2009. U2OS HRE-luciferase reporter; normalized: DMSO 0%, desferrioxamine 100%. activation, % at 7.5 µM (by protocol). 300,000 tested, 0.32% active;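 active = mean activation of at least 10% of the iron chelator positive control signal, with at least half of replicates also reaching 10%; inconclusive = mean and replicate majority disagree about reaching 10%; inactive = mean and most replicates under 10%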
IEC-6 tox – cytotoxicity in IEC-6 intestinal epithelial cells, primary screen, cytotoxicity control for KLF5 inhibitor project, cell-based, luminescence | IEC-6 cytotoxicity, luminescence viability | inhibition, % at 5 µM | 290,000 tested, 0.78% active | AID 1825, 2009; in the data active = inhibition above about 22%;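 also: 0% = plate median of test compound wells and 100% = cytotoxic reference compound wells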
TRPC4 act – activators of mouse TRPC4 channel, primary screen, Fluo4 calcium, HEK293 TRPC4beta/mu-opioid cells. Short transient receptor potential channel 4 (Mus musculus), Q9QUQ5. Fluo4 calcium fluorescence; active compounds read high. B-score at 10 µM. 310,000 tested, 0.49% active. AID 2237, 2010;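 active = B-score above 5 SD of library B-scores, and initial fluorescence ratio not above library mean plus 5 SD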;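 also: positive B-score marks a calcium rise read as TRPC4 activation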
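Test system: HEK293 cells stably co-expressing mouse TRPC4beta and mu-opioid receptor | Schedule: Fluo4 dye loading 45 min at room temperature, 110 s recording | Measured by: Kinetic Fluo4 calcium fluorescence, 5 s baseline at 1 Hz | Evaluation: B score of integrated ratio | Controls: Buffer (low) and maximal DAMGO (high)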
MrgX1 antagonist – antagonists of human MrgX1 receptor, primary screen, HEK293 cells, Fluo-4 calcium flux; BAM8-22 antagonism; active compounds read low; 310,000 tested, 1.3% active; Mas-related G-protein coupled receptor member X1 (Homo sapiens), Q96LB2; B-score at 10 µM;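 active = calcium-response B-score plate-corrected more than 3 library SD below zero, starting fluorescence within 5 deviations, no agonist response on first addition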;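 also: peak minus trough fluorescence over baseline after final BAM8-22 challenge near maximal dose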
Target sequence (Q96LB2 whole entry, looked up): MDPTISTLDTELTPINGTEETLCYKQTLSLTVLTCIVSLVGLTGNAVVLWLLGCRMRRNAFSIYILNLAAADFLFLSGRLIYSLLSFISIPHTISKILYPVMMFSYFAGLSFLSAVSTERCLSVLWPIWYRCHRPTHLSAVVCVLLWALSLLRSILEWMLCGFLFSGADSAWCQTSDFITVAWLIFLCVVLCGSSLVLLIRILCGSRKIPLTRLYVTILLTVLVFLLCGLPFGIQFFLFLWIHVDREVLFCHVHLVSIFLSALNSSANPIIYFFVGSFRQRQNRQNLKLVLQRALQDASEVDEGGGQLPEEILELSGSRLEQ
aSyn 5UTR inh – MLPCN primary screen, SNCA 5' untranslated region; alpha-synuclein 5'UTR reporter, inhibitor activity; inhibition, % (tested at 7.5 µM); 300,000 tested, 0.82% active; AID 1813, 2009; in the data active = inhibition above about 60%; inconclusive = no clear call, values can overlap the other calls;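 also: H4 neuroglioblastoma cells stably carrying SNCA 5'UTR luciferase fusion; 0% = DMSO wells and 100% = positive control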
TRPC6 act – mouse TRPC6 channel activators, primary screen, cell-based, HEK293, membrane potential dye; Short transient receptor potential channel 6 (Mus musculus), Q61143; HEK293-TRPC6 membrane potential dye fluorescence; active compounds read high; B-score at 10 µM; 310,000 tested, 0.13% active; AID 2550, 2010;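 active = B-score of the integrated fluorescence ratio above library mean plus 3 SD, and starting fluorescence ratio within library mean plus 5 SD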;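 also: higher score means more depolarization so channel activation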
TRPC4 inh – inhibitors of mouse TRPC4 channel, primary screen, Fluo4 calcium, HEK293 TRPC4beta/mu-opioid cells; Short transient receptor potential channel 4 (Mus musculus), Q9QUQ5; DAMGO-evoked Fluo4 calcium flux; active compounds read low; B-score at 10 µM; 300,000 tested, 0.39% active; AID 2247, 2010;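 active = B-score over 3 SD under the library average, no early fluorescence shift, positive overall ratio signal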
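Assay system – HEK293 line stably carrying TRPC4beta and mu-opioid receptor · Doses – single dose · Detection – Fluo4 calcium-dye fluorescence, kinetic read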
KLF5 inhibitor – KLF5 expression inhibitors, primary screen, DLD-1 cells, luminescence. inhibition, % at 5 µM. DLD-1 KLF5 promoter-luciferase reporter. 290,000 tested, 0.23% active;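 active = inhibition above a per-plate limit of that plate's mean compound inhibition plus 3 SD, cut at about 60% in these data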;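 also: 0% = DMSO wells and 100% = LY294002 at 200 µM; higher means less KLF5 promoter-driven luciferase light; inactives centre near -14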
SKKanGAS inh – S. pyogenes SKKanGAS growth inhibitors in kanamycin, primary screen, streptokinase expression inhibitor project, SKKanGAS strain, BacTiter-Glo luminescence; inhibition, % at 7.5 µM; 6 h; 300,000 tested, 1.3% active; AID 1662, 2009;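 active = mean replicate score, as percent of positive control median, at least 50; inconclusive = mean below 50 but one replicate at or above 50; inactive = mean and every replicate below 50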;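 also: strain carries kanamycin resistance gene driven by streptokinase promoter and grows in 40 µg/ml kanamycin; loss of luminescence reflects streptokinase promoter inhibition or plain growth inhibition; 0% = median of DMSO wells and 100% = positive control at its reference dose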
TRPC4 potent – positive allosteric modulators of TRPC4, primary screen, cell-based, mouse TRPC4beta, HEK293 mu-opioid, Fluo-4 calcium; AID 2227, 2009; DAMGO EC20, Fluo-4 Ca2+ flux; active compounds read high; 310,000 tested, 0.42% active; B-score at 10 µM;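 active = B-score of calcium response area above 5 SD of library B-scores, with initial fluorescence ratio within 5 SD of library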;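 also: B-score of integrated fluorescence ratio over time as area under calcium response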
TRPC6 inhibitor – mouse TRPC6 channel inhibitors, primary screen, cell-based, HEK293, membrane potential dye | Short transient receptor potential channel 6 (Mus musculus), Q61143 | ACh-evoked depolarization; active compounds read low | B-score at 10 µM | 310,000 tested, 1.1% active;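 active = B-score under library mean minus 3 SD, initial fluorescence not abnormally high, positive integrated signal ratio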;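 also: B-score derived from integrated fluorescence ratio over the kinetic read; more negative B-score means stronger inhibition of depolarization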
* hit, by the source's call; i = inactive; ? = inconclusive; . = no result given.

SMILES,HIF activator,IEC-6 tox,TRPC4 act,MrgX1 antagonist,aSyn 5UTR inh,TRPC6 act,TRPC4 inh,KLF5 inhibitor,SKKanGAS inh,TRPC4 potent,TRPC6 inhibitor
COc1ccc(OCc2nnnn2-c2ccccc2)cc1,0.3,-5.0,i,i,3.6,i,.,-2.3,-4.9,i,i
Cc1cc(-c2cc(-c3ccccc3)on2)nc(NC2CCCC2)n1,0.0,.,i,i,7.7,i,.,.,23.6,i,i
Cc1cccnc1CC(C)NC(=O)c1cc(COc2cncc(Cl)c2)on1 (stereo unspecified),3.9,-2.5,i,i,-24.0,i,i,-47.9,-1.6,i,i
CC(=O)NCC(=O)NC(C(=O)Nc1ccc2c(c1)OCCO2)c1ccccc1 (stereo unspecified),0.3,-4.7,i,i,7.8,i,i,8.7,-1.3,i,i
O=C(c1ccc(S(=O)(=O)N2CCCCC2)cc1)N1CCN(CCN2C(=O)c3cccc4cccc(c34)C2=O)CC1,-0.8,2.3,i,i,-7.3,i,.,2.0,10.0,i,i
C=CCc1cccc(/C=N/NC(=O)c2ccc3nc[nH]c3c2)c1O,?,11.5,i,i,43.3,i,i,62.7*,2.8,i,i
O=C(NCCCN1CCOCC1)c1cc(-c2cccc(O)c2)on1,-0.1,-0.6,i,i,-17.2,i,i,-19.6,3.8,i,i
Cc1ccc(N2C(=O)c3ccccc3C2O)nc1 (stereo unspecified),-1.1,17.1,i,i,72.7*,i,i,-50.4,31.7,i,i
O=C1CCCN2N=C(SCC(=O)Nc3nc4ccccc4s3)SC2=N1,0.1,-4.5,i,i,-44.4,i,i,-40.6,-3.4,i,i
O=C(Cn1c(C(F)(F)F)nc2ccccc21)N1CCCC1,-0.4,-3.9,i,i,-4.8,i,i,-14.1,-0.6,i,i
O=C(NC1CCCCC1)C(c1ccccc1)N1CCC2(CC1)OCCO2 (stereo unspecified),-43.3,-3.8,i,i,6.7,i,i,6.5,10.5,i,i
CCOC(=O)C(=NC1CCCCC1)NNc1cccc(C(F)(F)F)c1,0.3,7.6,i,i,-23.7,i,i,-16.6,43.4,i,i
CC(Oc1cc(-c2ccccc2)cc2ccccc12)C(=O)N1CCOCC1 (stereo unspecified),-0.7,-3.9,i,i,22.0,i,i,-6.8,0.7,i,i
CCOc1cc(N2CCOCC2)c(OCC)cc1NC(=O)COc1ccccc1[N+](=O)[O-],-0.5,0.1,i,i,-7.9,i,i,7.9,4.4,i,i
COC(=O)c1cc(NC(=O)c2cc(-c3ccc(C(F)(F)F)cc3)oc2C(F)(F)F)ccc1N1CCOCC1,0.4,8.9,i,i,-2.0,i,i,0.8,10.1,i,i
CCOCC(=O)Nc1nc2ccc(S(C)(=O)=O)cc2s1,0.4,5.8,i,i,-25.7,i,i,30.9,-5.5,i,i
COC(=O)C(C(=O)OC)C(C)C(C(=O)OC)C(=O)OC,0.3,-3.7,i,i,9.9,i,i,3.5,-2.5,i,i
Cc1ccc(N=Nc2c(O)[nH]c3ccc(F)cc23)cc1,3.9,12.9,i,i,-136.5,i,i,-61.5,-3.2,i,i
S=C(Nc1ccc2c(c1)OCO2)N1CCN(Cc2ccco2)CC1,-0.1,1.0,i,i,-58.2,i,i,-33.3,-7.8,i,i
Cc1cc(C)c(S(C)(=O)=O)c(Oc2ccc(C(C)(C)C)cc2)n1,-0.2,2.9,i,i,38.4,i,i,-4.1,-1.6,i,i
c1cnn(Cc2cnc(N3CCOCC3)s2)c1,-0.5,7.5,i,i,-16.7,i,i,-29.2,16.1,i,i
COc1cc(/C=N/NC(=O)c2nc(C)cc(C)n2)ccc1O,0.3,7.0,i,i,-30.4,i,i,-9.4,-8.5,i,i
Cc1ccc(NCc2nnc(SCC(=O)N(Cc3ccccc3)C(C)(C)C)o2)c(C)c1,-0.4,0.9,i,i,22.0,i,i,-8.3,-4.4,i,i
Nc1ccc(-c2nc3c(Cl)c(N)ccc3[nH]2)cc1,1.1,0.0,i,i,-26.3,i,i,-42.2,23.5,i,i
CC(C)NC(=O)c1ccc(-c2ccc(Cl)c(C(F)(F)F)c2)o1,0.3,-6.4,i,i,-3.0,i,i,-11.5,-12.2,i,i
Cc1cccc(N2CC(C(=O)Nc3nnc(SCC(=O)Nc4nccs4)s3)CC2=O)c1 (stereo unspecified),0.1,2.5,i,i,8.7,i,i,-7.3,4.3,i,i
CC(=O)CCSc1ncnc2sc(-c3ccccc3)cc12,4.0,1.8,i,i,-173.5,i,i,-192.3,27.1,i,i
COc1ccc2cc(C(=O)N3CCOCC3)sc(=O)c2c1OC,.,-8.4,i,i,.,i,i,9.1,4.4,i,i
Cc1c(CC(=O)NCCCCCC(=O)O)c(=O)oc2cc3occ(-c4ccccc4)c3cc12,-2.2,2.8,i,i,-0.1,i,i,-6.5,18.7,i,i
O=C(CSc1nnc(Cc2ccccc2)n1-c1ccccc1)N1CCOCC1,0.1,-3.7,i,i,-4.2,i,i,20.3,2.4,i,i
CC(Oc1ccccc1)C(=O)N1CCC2(CC1)Oc1ccc(F)cc1C(=O)C21CC(c2ccccc2)=NO1 (stereo unspecified),-0.8,.,i,i,16.6,i,i,.,37.0,i,i
O=C(Sc1nnc(-c2ccccc2)o1)N1c2ccccc2Sc2ccccc21,-0.4,2.2,i,i,11.3,i,i,-27.3,-8.9,i,i
O=C(NC(=S)N1CCCCCC1)c1ccc(Cl)cc1Cl,0.0,-3.4,i,i,26.3,i,i,-13.6,23.2,i,i
O=C(CCN1C(=O)[C@@H]2Cc3ccccc3CN2C1=O)N[C@H](C(=O)O)c1ccccc1,0.0,4.5,i,i,7.2,i,i,-2.8,-3.9,i,i
O=C(O)c1ccc(CN2C(=O)c3cccc4c([N+](=O)[O-])ccc(c34)C2=O)cc1,-0.6,-2.9,i,.,-9.0,i,i,-6.1,16.3,i,i
CCCCn1ccnc1C(=O)c1ccc(S(=O)(=O)N2CCCC2)cc1,0.1,-4.5,i,i,-19.4,i,i,-42.2,4.0,i,i
COc1ccccc1N(CCC#N)C(=O)CSc1nc(-c2ccccc2)cn1N,2.0,-0.2,i,i,-7.6,i,i,-29.6,6.5,i,i
COc1cc(NC(=O)CN(C)CCOc2ccccc2)c(C)cc1[N+](=O)[O-],-0.3,1.7,i,i,-24.9,i,i,-40.1,1.0,i,i
Cc1ccccc1OCC(=O)NC(C)c1ccccc1 (stereo unspecified),1.2,0.7,i,i,-9.5,i,i,-27.4,1.2,i,i
Cc1ccc(-n2nnnc2SCc2nnc(-c3ccccc3Br)o2)c(C)c1,-0.4,-0.5,i,i,-7.2,i,i,-8.6,4.3,i,i
CC(=O)c1ccc(N2CCN(c3ccc(S(=O)(=O)N4CCN(C)CC4)cn3)CC2)cc1,0.0,-8.9,i,i,-5.0,i,i,-46.1,3.6,i,i
Fc1cccc2sc(Nc3nc4c(F)cccc4s3)nc12,2.3,10.9,i,i,-210.1,i,i,13.0,4.4,i,i
CC1C(=O)C(C)C(c2ccc3c(c2)OCO3)NC1c1ccc2c(c1)OCO2 (stereo unspecified),-0.9,3.2,i,i,11.5,i,i,-13.7,4.1,i,i
Cc1ccc(SC2=C(C(=O)O)CCCC2)cc1,-0.4,-6.8,i,i,4.1,i,i,-8.6,4.7,i,i
CCCCC(=O)Nc1ccc(C(=O)Nc2ccc(S(=O)(=O)Nc3ccc(C)cc3)cc2)cc1,-4.8,6.6,i,i,53.5,i,i,-9.1,7.7,i,i
CCc1nc(Nc2ccccc2F)c2oc3ccccc3c2n1,1.2,1.3,i,i,-5.2,i,i,-18.0,-1.5,i,i
COc1ccc(C(=O)CSc2nnc(CNc3ccc(C)cc3C)n2Cc2ccco2)cc1,0.4,-4.9,i,i,1.6,i,i,1.2,22.4,i,i
COc1ccc(C(C(=O)NCC2CCCO2)N(C(=O)CNC(=O)c2ccco2)c2cc(C)ccc2C)cc1OC (stereo unspecified),1.2,2.3,i,i,-1.9,i,i,-23.1,-7.4,i,i
CCOC(=O)C(Cc1ccc(N)cc1)N1C(=O)c2ccccc2C1=O (stereo unspecified),-0.3,-1.6,i,i,-2.4,i,i,-15.4,3.3,i,i
Cc1nn(C)c(C(=O)NNC(=S)Nc2ccc(Cl)cc2)c1[N+](=O)[O-],0.2,0.9,i,i,-71.3,i,i,-6.9,-8.3,i,i
O=C(N/N=C/c1c(Cl)cccc1Cl)c1ccc(F)cc1,1.0,2.8,i,i,-39.4,i,i,-6.2,-0.5,i,i
O=C(O)COc1c(Cl)cc(/C=C2/NC(=O)NC2=O)cc1Br,-0.3,-4.5,i,i,9.0,i,i,0.5,-5.6,i,i
Cc1ccc(S(=O)(=O)c2ncccc2[N+](=O)[O-])cc1,-24.3,100.6*,i,i,-38.8,i,i,25.0,0.4,i,i
Cc1nn(CC(=O)NCCc2ccc(Cl)cc2Cl)c(C)c1[N+](=O)[O-],-0.3,20.6,i,i,-3.8,i,i,-3.5,0.5,i,i
COc1ccc(N=C2CCCN2CC(N)=O)cc1,-1.0,-10.3,i,i,0.0,i,i,25.2,0.1,i,i
C[n+]1cn(CC(O)COCc2ccccc2)c2ccccc21 (stereo unspecified),-0.9,0.5,i,i,16.8,i,i,-38.0,-4.1,i,i
COc1cccc(CC(=O)Nc2ncc(C)s2)c1,3.4,0.1,i,i,-5.4,i,i,9.4,-4.3,i,i

High-throughput results as filed in PubChem.
